ABCB6 inh MLPCN: blocks the human ABCB6 transporter; AID 602162; K562-ABCB6 porphyrin accumulation, flow cytometry, 1 h; active compounds read low; fluorescence ratio to DMSO, % at 10 µM; Q9NP58; hit rate 0.19% among 360,000;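 active = fluorescence ratio to DMSO below 75%, the collection mean minus 3 SD; inconclusive = too few cells collected in the well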;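 also: signal is porphyrin accumulated inside mitochondria; 100% equals median channel fluorescence of DMSO control wells; lower ratio means ABCB6 inhibition with less porphyrin fluorescence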
MC4R barr agon: human MC4R agonism via beta-arrestin; hit rate 0.98% among 360,000; activation, % at 8.9 µM; U2OS MC4R beta-arrestin complementation, luminescence; percent of melanotan II response, DMSO zero; AID 540308;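 active = activation above a per-plate cutoff, the mean activation of sample wells on that plate plus 3 SD, cut at about 8% in these data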
Target sequence (P32245 whole entry, looked up): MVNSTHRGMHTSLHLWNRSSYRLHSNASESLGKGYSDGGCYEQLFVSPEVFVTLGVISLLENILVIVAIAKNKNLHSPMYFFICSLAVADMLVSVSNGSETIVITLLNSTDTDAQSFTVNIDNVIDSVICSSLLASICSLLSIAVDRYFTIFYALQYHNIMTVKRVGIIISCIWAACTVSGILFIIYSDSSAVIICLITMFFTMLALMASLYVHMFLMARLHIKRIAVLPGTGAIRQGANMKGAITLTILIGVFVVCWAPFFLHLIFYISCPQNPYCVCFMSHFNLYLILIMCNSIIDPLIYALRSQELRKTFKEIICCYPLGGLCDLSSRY
iPSC survival up: enhancers of human iPSC single-cell survival | hiPSC single-cell survival, ATPlite luminescence; 100% = ROCK inhibitor wells, 0% = DMSO | survival enhancement, % at 20 µM | hit rate 0.044% among 360,000 | AID 602274; in the data active = survival enhancement above about 18%;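 also: cells exposed to compounds for 16 hours before the ATP read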
H9c2 protect: modulators protecting cardiomyocytes from myocardial damage; protection from H2O2 cell death, % at 20 µM; hit rate 0.63% among 360,000; H9c2 cardiomyocytes, H2O2 injury protection, ATPLite, 2 h;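 active = compounds giving at least 50% protection of heart cells from peroxide-induced death in the single-dose screen, raw or plate-pattern-corrected value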;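 also: 0% = DMSO wells with peroxide and 100% = DMSO wells without peroxide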
ABHD5 PLIN5 PPI: inhibitors of human ABHD5-perilipin-5 interaction. Q00G26+Q8WTS1. Split G. princeps luciferase complementation, luminescence, 4 h. inhibition, % at 4 µM. hit rate 0.78% among 360,000. AID 602281;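 active = inhibition above the mean inhibition across every tested compound plus 3 SD, cut at about 22% in these data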;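 also: 0% = DMSO only wells and the 100% control is not disclosed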
m5-HT2A agonist: activates the mouse 5-HT2A serotonin receptor. CHO-K1 mHTR2A beta-arrestin complementation, luminescence; percent of 30 µM serotonin response. hit rate 0.66% among 360,000. P35363. activation, % at 7.6 µM;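 active = activation above a run cutoff, the mean activation of all tested compounds plus 3 SD, cut at about 14% in these data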;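 also: 0% = plate median of compound wells and 100% = 30 µM serotonin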
Target sequence (P35363 whole entry, looked up): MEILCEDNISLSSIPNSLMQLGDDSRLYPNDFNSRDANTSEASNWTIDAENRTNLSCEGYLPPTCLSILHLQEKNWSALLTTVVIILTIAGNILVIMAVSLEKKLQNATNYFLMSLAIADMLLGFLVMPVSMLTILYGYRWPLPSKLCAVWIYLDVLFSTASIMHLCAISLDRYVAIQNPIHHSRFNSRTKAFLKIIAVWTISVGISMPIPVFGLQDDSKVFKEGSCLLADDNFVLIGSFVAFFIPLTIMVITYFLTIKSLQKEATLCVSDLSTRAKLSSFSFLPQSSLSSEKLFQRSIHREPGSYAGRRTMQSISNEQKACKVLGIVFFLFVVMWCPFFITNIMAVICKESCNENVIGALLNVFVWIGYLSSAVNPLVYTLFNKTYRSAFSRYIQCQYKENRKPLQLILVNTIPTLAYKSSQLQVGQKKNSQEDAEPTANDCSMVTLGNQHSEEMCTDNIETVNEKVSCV
MC4R antagonist: antagonists of human melanocortin 4 receptor (MC4R) | MC4R-expressing cells, MTII-stimulated cAMP, LANCE TR-FRET | inhibition, % at 6.5 µM | hit rate 0.48% among 360,000 | AID 540295;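 active = inhibition above its plate's cutoff, the mean of tested wells on that plate plus 3 SD, cut at about 29% in these data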;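 also: 0% = Melanotan II alone and 100% = Melanotan II plus saturating MCL0020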
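Material: U2OS-MC4R stable cell line | Reagent: Melanotan II challenge after compound preincubation | Doses: One concentration, 6.5 µM nominal | Incubation: 30-min compound preincubation, 1-h Melanotan II challenge, 1-h detection, room temperature | Signal: TR-FRET cAMP assay | Replicates: One well per compound, no replicates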
aDG glyco up: alpha-DG glycosylation activation. hit rate 0.22% among 360,000. activation, % at 10 µM. Pro5-aDG cells, alpha-DG glycosylation AlphaScreen (IIH6); 0% Pro5, 100% B10-LARGE cell signal;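 active = activation of at least 8% versus controls, or a plate z-score of at least 8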;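 also: Pro5 are CHO cells carrying HIG-tagged alpha-DG that lacks glycosylation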
Glyco luc inh: N-linked glycosylation inhibition; hit rate 0.23% among 360,000; reporter increase, % at 12.5 µM; D54 ERlucT glycosylation luciferase reporter, 24 h; percent of 100 nM tunicamycin response;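 active = mean luciferase reporter signal, scaled so untreated is 0 and the glycosylation-blocking control 100, at or above a set limit in every replicate; inconclusive = mean reaches the limit but not every replicate does; inactive = mean below the limit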;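 also: luciferase carries N-glycosylation sites so blocking glycosylation raises the light; 0% = median of neutral control wells and 100% = median of 100 nM tunicamycin wells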
Granule exo inh: lytic granule exocytosis inhibition; TALL-104 LAMP-1 surface exposure, flow cytometry; cells stimulated with thapsigargin and PMA; inhibition, % at 10 µM; hit rate 0.66% among 360,000; AID 651702;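 active = inhibition above about 55%, limit read from the data; inconclusive = no clear call, values can overlap the other calls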
Starred values were filed as active, the others as inactive; ? = inconclusive.

SMILES,ABCB6 inh MLPCN,MC4R barr agon,iPSC survival up,H9c2 protect,ABHD5 PLIN5 PPI,m5-HT2A agonist,MC4R antagonist,aDG glyco up,Glyco luc inh,Granule exo inh
COc1ccc(C=C(C(=O)O)c2ccc(OC)cc2)cc1,101.0,-3.1,-0.7,-1.4,4.1,-4.8,7.5,0.1,1.0,3.5
COc1cccc(/C=N/n2c(N)c(S(=O)(=O)c3cccs3)c3nc4ccccc4nc32)c1OC,95.0,-2.4,0.8,33.0,-1.9,-1.6,3.6,-0.2,-5.8,1.0
C/C=C(\C)C(=O)Nc1cccc(C2=NOC3(C2)C[C@H](C(N)=O)N(C(=O)C(c2ccccc2)c2ccccc2)C3)c1 (stereo partly drawn),92.0,-1.7,0.4,17.5,0.4,-0.2,-0.9,-0.1,6.0,1.7
COc1cc(OC)cc(C(=O)Nc2nnc(SCC(=O)NCC3CCCO3)s2)c1 (stereo not drawn),99.0,0.1,-0.5,1.4,2.1,-2.6,15.3,-0.5,3.3,-2.6
COc1cc(/C=C/C(=O)O)cc(S(=O)(=O)Nc2ccc3nc(C)sc3c2)c1OC,93.0,-0.7,0.3,9.2,-3.8,1.6,-0.8,-0.2,0.7,1.5
Cn1c(=O)c2cc(NC(=O)NCCc3ccccc3)ccc2n1Cc1ccccc1,94.0,0.3,-1.2,-2.2,4.7,3.1,5.4,0.3,-4.4,-7.9
CC(=O)NC(Cc1ccc(F)c(F)c1)C(=O)NC1CCN(c2nnnn2-c2ccccc2)CC1 (stereo not drawn),98.0,0.8,-1.1,-3.3,-2.8,0.1,22.3,-0.1,0.5,-3.2
COc1ccc(C(=O)CSc2nc3ccccc3n2CC(=O)NC(C)(C)C)cc1,95.0,-2.2,0.8,8.9,-6.6,-6.8,2.2,0.1,0.3,-6.5
CC(=O)c1ccc(N2CCN(C(=O)COc3ccc4c(c3)CCC4)CC2)cc1,98.0,-1.5,0.0,-0.5,-0.4,-1.8,0.8,0.3,-2.1,3.1
CCc1ccc(N2CC(C(=O)N3CCCCCC3)CC2=O)cc1 (stereo not drawn),99.0,-1.4,-0.5,-0.4,3.8,6.3,8.5,0.0,2.6,12.2
CCn1nc(CC(C)C)cc1C(=O)N1CCCC(Nc2ccc(F)cc2)C1 (stereo not drawn),99.0,-4.7,0.2,-5.3,7.8,-6.4,7.1,0.4,0.1,34.3
CCC(C)(C)C(=O)Nc1cc([N+](=O)[O-])ccc1Cl,105.0,-2.0,2.0,-2.0,-2.6,-3.7,20.2,-0.3,3.3,-1.3
COc1ccc(-c2nnc(SCc3nc4ccccc4c(=O)[nH]3)o2)cc1,98.0,8.2*,0.5,36.1,-3.6,-2.7,-15.0,0.0,-1.8,-3.4
CNCCCC1c2ccccc2C=Cc2ccccc21,89.0,-1.2,-3.6,7.7,1.2,-5.4,-0.6,0.0,-0.6,3.2
N#C/C(=C\c1ccco1)C(=O)Nc1cccc2ncccc12,102.0,-0.5,-3.7,-0.3,-1.5,0.8,-12.9,0.1,1.3,7.4
O=C(COC(=O)c1sc2ccccc2c1Cl)NCC1CCCCC1,102.0,-1.2,1.1,1.0,-2.3,4.2,1.9,-0.1,0.5,-2.5
O=C(O)CCCn1nc(-c2ccccc2)c2ccccc21,101.0,-1.4,-1.5,6.1,0.3,10.7,2.7,-0.2,3.6,-8.1
CCOC(=O)c1cnn(-c2ccccc2)c1NC(=O)c1cccs1,103.0,1.1,-1.1,-1.4,9.6,6.0,-8.9,0.3,0.5,-5.5
COC(=O)C1=C(C)N(CC2CCCO2)C(=O)/C1=C\c1ccc(O)cc1 (stereo not drawn),104.0,0.2,-0.5,14.3,4.3,1.4,-19.0,-0.7,-0.2,-3.4
CC(NC(=O)c1ccc(CS(C)(=O)=O)cc1)c1ccc(-c2ccccc2)cc1 (stereo not drawn),97.0,3.8,-0.3,-2.8,-1.7,2.6,8.3,-0.2,-3.3,-4.9
O=C/C(=C\Nc1ccccn1)c1nc2cc(Cl)ccc2o1,85.0,-3.3,1.6,55.7*,-2.2,-1.9,2.1,0.2,-0.8,-1.0
O=C(COC(=O)c1ccc(CO)cc1)Nc1ccc2ccccc2c1,95.0,-1.2,-2.1,0.3,0.2,-4.4,3.5,0.6,2.1,-7.8
COC(=O)CNC(c1ccccc1)c1cc(Cl)ccc1NC(=O)c1cccc(Cl)c1 (stereo not drawn),93.0,-0.1,-2.3,-1.3,-7.4,-1.6,8.0,0.9,-6.5,3.7
CC(O)(C#CCN1CCCCCC1)c1ccccc1 (stereo not drawn),102.0,2.2,0.1,4.4,-3.9,0.9,19.3,0.6,0.9,0.5
O=C(CSc1ccccc1)NCCSCc1ccccc1,103.0,-0.7,4.3,-0.8,-8.8,-3.1,3.0,-0.1,0.5,-4.5
O=C(CSc1nc2ccccc2c(=O)n1-c1ccc(F)cc1)Nc1ccc2c(c1)CCC2,105.0,-3.0,-2.4,-3.1,-3.3,-6.0,6.6,-0.1,-13.1,-0.9
CC(C)(C)CC(C)(C)c1ccc(OCC(=O)N/N=C/c2ccc(S(=O)(=O)O)o2)cc1,100.0,-0.6,-0.1,5.9,-1.3,-0.9,9.9,0.0,1.1,-2.0
Cc1ccccc1S(=O)(=O)NC(=O)C1(C)CCN1C(=O)CC(c1ccccc1)c1ccccc1 (stereo not drawn),96.0,-1.1,2.1,-0.6,-2.0,3.6,-3.4,0.3,-2.5,29.0
Cc1cc(CNC(=O)c2cccc(OC3CCN(S(=O)(=O)N(C)C)CC3)c2)on1,95.0,-2.6,-0.5,-2.5,3.0,15.3*,9.9,0.0,-2.8,0.1
COc1ccc(-c2cc3ncc(-c4ccccc4)c(N)n3n2)cc1,194.0,-2.3,-1.6,-25.0,-1.2,0.9,8.7,0.4,-4.9,-3.7
COC(=O)C1=C(C)NC(=O)/C1=C\c1cc(C)n(-c2cccc(C)c2)c1C,109.0,-2.5,1.7,20.8,6.6,-0.5,7.8,-0.2,-0.4,-5.4
CCCCN1CC(O)=C(c2nc(-c3ccc(Cl)cc3)cs2)C1=N,106.0,1.2,-0.6,-3.4,-4.2,2.3,9.7,2.7,-3.2,3.5
CC1(C(=O)NS(=O)(=O)c2ccc3c(c2)CCO3)CCN1C(=O)c1ccccc1CCc1ccccc1 (stereo not drawn),97.0,-0.4,1.2,3.8,-1.6,-0.3,6.5,0.0,0.5,2.7
Cc1ccc(CNC(=O)CN(C)S(=O)(=O)c2cccc3cccnc23)cc1,97.0,-1.1,-1.1,1.4,-0.6,10.7,-3.1,-0.1,0.3,-3.9
COC(=O)C1=CN(c2ccc(Cl)cc2)C=C(C(=O)OC)C1c1ccc([N+](=O)[O-])cc1,96.0,-4.9,-0.3,0.1,-9.3,-4.5,1.9,-0.4,-6.1,2.0
Cc1occc1-c1nnc(SCC(=O)Nc2c(F)cccc2F)n1C,101.0,2.9,0.0,2.0,1.8,0.5,10.9,0.0,1.8,4.0
COCCn1c(C)cc(/C=C(\C#N)C(=O)OCC(=O)Nc2ccc(S(N)(=O)=O)cc2)c1C,106.0,-1.6,0.1,-0.9,-3.5,-1.1,-2.0,0.2,1.4,-4.4
C[C@@H](Nc1nc(-c2ccccc2)nc2c1oc1ccccc12)C(=O)O,98.0,-0.6,0.5,4.1,0.0,0.8,-4.3,0.2,-0.3,-1.1
CCOc1ccc(Oc2nc(NCC(C)C)nc(OC)n2)nn1,103.0,1.1,-4.3,-2.6,-5.1,-3.9,8.9,0.2,2.1,-2.1
O=C(Nc1ccnn1C1CCN(Cc2ccccc2)CC1)c1ccccc1Cl,95.0,2.7,-0.4,-2.4,4.9,3.7,-3.4,-0.1,-1.3,-3.6
Cc1ccc(CNn2cnnc2SCc2ccc(F)cc2)cc1,91.0,0.6,0.9,-3.0,-5.1,-3.8,15.7,0.3,-3.5,-1.0
O=C1c2ccccc2C(=O)N1CCCCc1cn(C[C@H]2CC[C@@H]([C@@H]3CC[C@H](Cn4cc(CCCCN5C(=O)c6ccccc6C5=O)nn4)O3)O2)nn1,96.0,-1.1,-1.3,2.7,6.5,0.7,20.7,0.3,0.0,-1.4
O=C(OCC1OC(Oc2ccc(O)cc2)C(O)C(O)C1O)c1ccccc1 (stereo not drawn),103.0,-1.2,-0.3,-0.5,-1.2,-4.8,1.5,0.0,1.0,4.3
Oc1ccccc1/C=N/Nc1ccccc1,106.0,6.1,-1.7,-11.5,-11.9,0.0,19.5,-0.1,1.2,-2.2
O=C(NN=C1CCCCCC1)c1cn(-c2ccccc2)nc1-c1ccccc1,94.0,0.8,-0.2,-3.5,-15.1,-4.6,1.2,0.2,0.5,5.4
S=C(NC1CCCC1)N1CCN(c2ccc(Cl)cc2)CC1,100.0,-1.4,-1.7,-8.3,-7.1,0.0,-0.8,0.2,0.4,?
CCOC(=O)Nc1cccc(Cl)c1C,98.0,0.9,-2.2,3.5,-3.4,3.6,4.9,0.0,0.5,0.1
Cc1ccc(C(=O)c2c(NC(=O)c3ccccc3)sc(C)c2C)cc1,98.0,0.4,-1.8,-3.0,-12.1,-2.6,0.7,0.0,-1.7,-3.3
CCOc1cc(/C=N/NC(=O)c2cccc(S(=O)(=O)N3CCOCC3)c2)ccc1OCC(=O)N(C)C,99.0,0.4,-0.5,5.8,-3.0,5.6,2.7,0.0,1.6,1.9
O=C1CC(C(=O)NCc2ccccc2)C2(CCCC2)O1 (stereo not drawn),98.0,-0.5,1.9,-2.8,-2.9,-0.1,1.9,-0.3,2.1,8.0
COc1ccc(N2CCN(CC(=O)Nc3ccccc3C(=O)NC(C)c3ccccc3)CC2)cc1 (stereo not drawn),99.0,-0.4,-1.9,15.1,-8.6,-3.1,10.5,-0.1,-1.9,12.3
Cc1cc(NC(=O)CCn2c(=O)sc3ccccc32)no1,99.0,-1.6,3.1,14.2,-4.6,7.2,3.6,-0.1,-0.5,-2.7
Cc1noc(C)c1NC(=O)Nc1cccc2c1O[C@H](CN(C)C(=O)NC(C)C)[C@@H](C)CN([C@H](C)CO)C2=O,98.0,-0.7,-0.4,16.4,-0.1,5.2,-0.7,-0.2,3.5,-4.5
O=C(Cn1ncc(Cl)c(Cl)c1=O)N1CCN(Cc2ccccc2)CC1,110.0,-0.2,-2.4,-18.1,5.5,-2.6,28.8*,-0.8,14.4,-1.0
O=C(COC(=O)c1cc(S(=O)(=O)N2CCCCC2)ccc1N1CCOCC1)c1ccccc1Cl,97.0,-1.3,-1.0,-4.6,3.5,-1.0,1.3,-0.2,0.7,7.8
O=C1CC(N(O)c2ccccc2)C(=O)N1Cc1ccccc1 (stereo not drawn),93.0,-0.5,-1.0,2.5,-3.4,-0.6,6.0,4.1,2.1,-2.2

Screens deposited in PubChem by several laboratories.

Hits appear at their usual frequency; about 4.5% have a hit in one of these screens.
